PI4K2A inh – blocks human PI4K2A kinase activity; 0.13% of 420,000 active; activity change, negative = inhibition, % at 76.9 µM; purified PI4K2A, ADP-Glo luminescence, 1 h; stronger effect = lower value; Q9BTU6; in the data active = activity change below about -50%; inconclusive = mostly about -30% to -49%;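 also: -100% = wells without enzyme as full effect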
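ADP-Glo luminescence measured ADP generated by PI4K2A enzyme (4 ug/mL before mixing) with 1.2 mM PI substrate (pre-mix) and 300 microM ATP (pre-mix). Tris pH7.5 buffer with MgCl2, Triton X-100; 1 h reaction at ambient temperature.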
USP1 inh – blocks the human USP1/UAF1 deubiquitinase complex; O94782; recombinant USP1/UAF1, Ub-Rhodamine cleavage fluorescence; Potency, µM (highest dose often 57.1 µM), without a hit: at the top dose activity change, negative = inhibition, actives largely listed as inhibitors; 0.23% of 390,000 active; AID 743255; also: potency is read from the fitted curve at half-maximal effect; % is scaled to controls: 0 for no effect and ±100 for the full control effect; nearly all actives have a fitted effect of over 60% in size; inactives centre near -12
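USP1/UAF1 complex (1 nM) preincubated 15 min at room temperature with compound, then Ub-Rho substrate (150 nM final) added. Kinetic fluorescence at 480/540 nm over 6 reads at 60 s intervals; 50 mM HEPES pH 7.8, 0.5 mM EDTA, 0.1 mg/ml BSA, 1 mM TCEP, 0.01% Tween-20.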
RXFP1 agonist – agonists of human relaxin receptor RXFP1; Q9HBX9; HEK293T-RXFP1 cAMP TR-FRET, 30 min; response scale: percent of porcine relaxin response, buffer zero; Potency, µM (titrated, usually from 57.5 µM), for inactives: top-dose activation, most hits filed as activators; 0.3% of 370,000 active; AID 2676; also: potency is read from the fitted curve at half-maximal effect; % is scaled to controls: 0 for no effect and ±100 for the full control effect; nearly all actives have a fitted effect of over 60% in size; many of its hits are not listed in these tables
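HEK293 cells stably expressing RXFP1, treated 30 min at 37C with compounds plus PDE4 inhibitor Ro 20174; cAMP measured by HTRF TR-FRET. Normalized to buffer and 29 nM porcine relaxin; EC50 by Hill fit.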
LDHA inh – inhibitors of human lactate dehydrogenase A; activity change, % (values are at about 110 or 230 µM); AID 1347041; 0.15% of 480,000 active; P00338; purified LDHA, NADH/diaphorase-resazurin fluorescence; stronger effect = lower value; in the data active = activity change below about -30%; inconclusive = mostly about -25% to -30%;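 also: plate controls were DMSO wells for no effect and wells without enzyme for full effect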
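LDH5 2 nM; NADH 0.06 mM, pyruvate 0.2 mM; 200 mM Tris pH 7.4, EDTA, Tween-20; 5 min RT. Detection: diaphorase 0.133 mg/mL + resazurin 37 µM, fluorescence ex540/em590 at 0 and 20 min; normalized to enzyme-free and DMSO wells.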
Vif-A3G inh – blocks the Vif interaction with human APOBEC3G. HeLa A3G-eYFP + Vif (tagged APOBEC3G with the HIV-1 protein that degrades it), YFP fluorescence, overnight. Q9HC16. 0.076% of 410,000 active. Potency, µM (top dose mostly 46.1 µM), without a hit: at the top dose activity, negative = active, hits mostly inhibitors;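 also: potency is read from the fitted curve at half-maximal effect; % is scaled to controls: 0 for no effect and ±100 for the full control effect; nearly all actives have a fitted effect of over 60% in size; hits raise eYFP signal because A3G escapes Vif-driven loss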
Target sequence (Q9HC16 whole entry, looked up): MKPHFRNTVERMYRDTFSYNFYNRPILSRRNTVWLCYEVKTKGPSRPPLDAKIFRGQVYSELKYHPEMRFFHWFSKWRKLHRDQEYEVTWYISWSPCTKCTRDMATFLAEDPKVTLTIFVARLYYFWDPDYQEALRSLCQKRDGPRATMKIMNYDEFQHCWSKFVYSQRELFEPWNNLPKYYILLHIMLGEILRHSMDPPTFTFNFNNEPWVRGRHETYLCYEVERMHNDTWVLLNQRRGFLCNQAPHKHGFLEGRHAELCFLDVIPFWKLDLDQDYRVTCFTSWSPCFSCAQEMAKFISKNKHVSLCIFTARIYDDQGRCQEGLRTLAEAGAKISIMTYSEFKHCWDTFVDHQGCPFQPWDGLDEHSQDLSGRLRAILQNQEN
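HeLa cells stably expressing Vif and C-terminally eYFP-tagged A3G, seeded overnight at 37 deg C, then exposed to compound by pintool overnight at 37 deg C. Rise in yellow fluorescence (Ex 488/Em 500-530, Acumen) marks blocked Vif-driven A3G degradation.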
Vif-A3F inh – Vif-A3F binding inhibition | HeLa A3F-eYFP + Vif (tagged APOBEC3F with the HIV-1 protein that degrades it), YFP fluorescence increase | Potency, µM (series often up to 46.1 µM), for the others: at the highest dose activity, negative = active | 0.2% of 390,000 active | AID 602313; also: potency is read from the fitted curve at half-maximal effect; % of control where 0% means no effect; nearly all actives have a fitted effect of over 65% in size
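Fluorescence increase (Ex 488/Em 500-530) after overnight compound treatment at 37 deg C flags inhibition of Vif-driven A3F-eYFP loss in stable HeLa A3F-eYFP/Vif cells seeded overnight beforehand.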
Glioma ERSR ind – inducers of ER stress response in human glioma cells; AID 602332; 0.02% of 420,000 active; U87-MG GRP78 promoter luciferase reporter, 16 h; Potency, µM, for the others: at the highest dose activation, most hits filed as activators; also: potency is read from the fitted curve at half-maximal effect; series mostly up to about 76 µM; % of control where 0% means no effect; nearly all actives have a fitted effect of over 35% in size
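Stably transfected U87-MG glioma cells carrying a GRP78-based luciferase sensor; 16 h compound incubation. Luminescence end-point read 10 min after Bright-Glo addition at room temperature.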
TrxR1 substrate – rat thioredoxin reductase 1 substrate activity | purified TrxR1 substrate turnover, NADPH consumption readout | Potency, µM (doses to about 114 µM), for inactives: at the top dose activity change, negative = substrate turnover | 0.01% of 390,000 active; also: potency is read from the fitted curve at half-maximal effect; % is scaled to controls: 0 for no effect and ±100 for the full control effect; nearly all actives have a fitted effect of over 50% in size
Target sequence (O89049 whole entry, looked up): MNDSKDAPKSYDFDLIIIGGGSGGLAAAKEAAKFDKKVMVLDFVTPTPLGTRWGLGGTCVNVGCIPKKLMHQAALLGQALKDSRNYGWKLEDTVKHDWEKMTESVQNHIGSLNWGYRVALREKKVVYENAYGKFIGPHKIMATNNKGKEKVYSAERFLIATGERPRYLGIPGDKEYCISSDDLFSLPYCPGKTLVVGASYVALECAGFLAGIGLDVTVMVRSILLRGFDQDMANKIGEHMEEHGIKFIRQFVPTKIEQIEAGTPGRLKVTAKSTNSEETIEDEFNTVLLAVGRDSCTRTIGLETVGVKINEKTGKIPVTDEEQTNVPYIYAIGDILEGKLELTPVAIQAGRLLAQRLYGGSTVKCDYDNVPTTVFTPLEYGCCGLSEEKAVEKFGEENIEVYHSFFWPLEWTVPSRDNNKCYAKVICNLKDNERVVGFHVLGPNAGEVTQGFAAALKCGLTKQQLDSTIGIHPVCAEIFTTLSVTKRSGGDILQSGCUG
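Rat TrxR1, dispensed at 90 nM, was prereduced with 400 uM NADPH (final) for 5 min at ~22 deg C, then incubated with compound 15 min before 400 uM selenite. A first-read NADPH fluorescence drop versus no-compound background flagged substrates.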
IDH1 R132H inh – inhibitors of human mutant IDH1 R132H; Potency, µM (series often up to 76.6 µM), for inactives: top-dose activity change, negative = inhibition, usual class: inhibitors; 0.093% of 390,000 active; IDH1-R132H enzyme, NADPH consumption, diaphorase/resazurin fluorescence; also: potency is read from the fitted curve at half-maximal effect; % is scaled to controls: 0 for no effect and ±100 for the full control effect; nearly all actives have a fitted effect of over 65% in size
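IDH1-R132H (0.5 ug/mL dispensed) in pH 7.5 Tris buffer was preincubated 30 min with compound, then given a substrate mix of 0.016 mM NADPH and 2 mM alpha-KG for 80 min at room temperature; remaining NADPH was read by diaphorase/resazurin fluorescence.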
An asterisk follows results filed as active; ? = inconclusive; · = no result given; & = joins results of further samples; [ ] = remark or other dose. Unless noted, calls follow the shape of the dose curve; as a rule, active = well fitted curve in the direction sought with a large enough effect; inconclusive = small, poorly fitted or top-dose-only effect, or another doubt; inactive = no such curve, though single readings can be large; an effect the other way counts as inactive or inconclusive. Not all compounds are listed. The share of hits here may be higher or lower than overall.

SMILES	PI4K2A inh	USP1 inh	RXFP1 agonist	LDHA inh	Vif-A3G inh	Vif-A3F inh	Glioma ERSR ind	TrxR1 substrate	IDH1 R132H inh
Cc1nc(N)nc(Cl)c1CCC1OCCO1	-6	-5%	·	-9	1%	7%	-3%	-14%	-9%
CCn1c(/C=C/N(C(C)=O)c2ccccc2)[n+](CCCS(=O)(=O)[O-])c2cc(Cl)c(Cl)cc21	2	-15%	?	-11	0%	1%	-6%	-12%	13%
COc1ccc(C(=O)N[C@H](C(=O)OCc2nc3ccsc3c(=O)[nH]2)C(C)C)cc1	2	-2%	3.2%	-2	-3%	-17%	-2%	-12%	8%
CCOC(=O)CC(NC(=O)Cn1nnc(-c2ccc(Cl)cc2)n1)c1ccc(OC)cc1 (configuration not stated)	3	-6%	2.0%	-2	-2%	8%	-6%	-5%	-8%
CCOC(=O)N1CCN(C(=O)C2CCCN(S(=O)(=O)c3ccc(C)cc3)C2)CC1 (configuration not stated)	-1	-10%	0.3%	-2	0%	5%	-5%	-5%	1%
Cc1cc(C)c2nc(N3C(=O)C(O)=C(C(=O)c4ccco4)C3c3cccc(O)c3)sc2c1 (configuration not stated)	8	?	12%	-4&-1	?	-9%	-1%	-5%	37µM*
CC(=O)c1cc2c(cc1NC(=O)c1ccc(Cl)cc1)OCCO2	-8	-6%	7.5%	-7	0%	-5%	-3%	15%	20%
CCNC(=O)c1ccccc1-c1nc(-c2ccccc2OC)no1	0	-23%	2.2%	1	-5%	-3%	0%	0%	10%
CSc1cccc(NC(=O)CN2C(=O)CCc3cc(S(=O)(=O)N4CCCCC4)ccc32)c1	-1	-11%	3.2%	-11	0%	2%	-2%	6%[57.1 µM]	4%
CC(=O)N1CCc2cc(S(=O)(=O)NC(CC(C)C)C(=O)NCCc3cccc(C)c3)ccc21 (configuration not stated)	1	-10%	0.4%	-4	-12%	3%	-2%	4%	-8%
O=C(Nc1ccc2c(c1)OCO2)c1cc(-c2ccc(O)cc2)on1	-4	-21%	0.7%	9	-7%	-5%	-2%	5%	9%
COc1cccc(OCC(=O)Nc2ccccc2C(=O)Nc2ccc(C(=O)O)cc2)c1	-3	?	-1.2%	-4	0%	-7%	0%	-1%	1%
CC(=O)c1cccc(NC(=O)CCc2nc3sc4c(c3c(=O)[nH]2)CCCC4)c1	-5	-15%	1.7%	-2	-30%	?	-2%	7%[57.1 µM]	-4%
COc1ccc(OCC(=O)O/N=C(\N)c2ccc(OC)c(OC)c2)cc1	-1	?	-0.6%	2	-2%	-6%	-3%	-6%	1%
CNC(=O)Nc1cccc2cccnc12	-10	3%	0.0%	16	0%	3%	3%	-4%	14%
CCN(C(=O)CSc1ncccn1)c1c(N)n(Cc2ccccc2)c(=O)[nH]c1=O	7	-8%	0.3%	-2	0%	5%	-1%	-4%	-2%
COc1ccc(NC(=O)Nc2ccc3nonc3c2)cc1	-1	-26%	-0.4%	-8	0%	0%	2%	-4%[57.1 µM]	13%
CCc1nc2c(OCCn3cccc3)cccn2c1N(C)C(=O)c1ccc(OC)cc1	-5	·	·	-2	-4%	·	-3%	·	·
Cc1ccc(C2CC(=O)NC(SCc3ccccc3)=C2C#N)o1 (configuration not stated)	0	-8%	2.6%	6	3%	0%	-2%	5%[57.1 µM]	-1%
CC1(C)CC(=O)c2sc(NS(=O)(=O)c3ccc(Br)cc3)nc2C1	-5	-19%	11%	-15	3%	1%	-4%	-5%	-6%
COc1cc2c(cc1Cl)/C(=C\CCN(C)C)c1ccccc1S2	2	-5%	0.2%	1	-29%	-22%	-3%	-6%	-1%
Cn1c(=O)c2c(ncn2CC(=O)Nc2nccs2)n(C)c1=O	-1	-2%	21%	-6	-1%	-26%	-6%	1%	-1%
CCN1CCc2c(sc(NC(=O)c3ccc(S(=O)(=O)N(CC)c4ccccc4)cc3)c2C(N)=O)C1	0	28µM*	2.4%	-5	?	?	-11%	1%[57.1 µM]	-4%
CCNc1nc(SC(C)C(=O)Nc2ccccc2)nc(N2CCOCC2)n1 (configuration not stated)	2	-5%	0.3%	-8	0%	-3%	-2%	4%	-1%
COc1cccc(C(O)c2nc(/C=C/c3ccc(C(F)(F)F)cc3)cs2)c1 (configuration not stated)	-1	·	·	4	-5%	·	-3%	·	·

Printed as active in IDH1 R132H inh, of those listed so far:
SMILES | PI4K2A inh | USP1 inh | Glioma ERSR ind | TrxR1 substrate | IDH1 R132H inh
Cc1cc(C)c2nc(N3C(=O)C(O)=C(C(=O)c4ccco4)C3c3cccc(O)c3)sc2c1 (configuration not stated) | 8 | ? | -1% | -5% | 37µM*

Arranged by SMILES length (rising): part of the list above
SMILES	PI4K2A inh	USP1 inh	RXFP1 agonist	LDHA inh	Vif-A3G inh	Vif-A3F inh	Glioma ERSR ind	TrxR1 substrate	IDH1 R132H inh
CCNC(=O)c1ccccc1-c1nc(-c2ccccc2OC)no1	0	-23%	2.2%	1	-5%	-3%	0%	0%	10%
CSc1cccc(NC(=O)CN2C(=O)CCc3cc(S(=O)(=O)N4CCCCC4)ccc32)c1	-1	-11%	3.2%	-11	0%	2%	-2%	6%[57.1 µM]	4%
CC(=O)N1CCc2cc(S(=O)(=O)NC(CC(C)C)C(=O)NCCc3cccc(C)c3)ccc21 (configuration not stated)	1	-10%	0.4%	-4	-12%	3%	-2%	4%	-8%

Next part.
SMILES	PI4K2A inh	USP1 inh	RXFP1 agonist	LDHA inh	Vif-A3G inh	Vif-A3F inh	Glioma ERSR ind	TrxR1 substrate	IDH1 R132H inh
COc1ccc(-c2ccc3c(c2)C2CC3CCN2Cc2ccc(OC(F)(F)F)cc2)cc1 (configuration not stated)	-1	-33%	·	1	3%	-6%	-3%	14%	0%[38.3 µM]
COc1ccccc1C1NC(c2ccc3c(c2)OCO3)=CC(c2cc(Cl)ccc2O)N1 (configuration not stated)	·	·	·	1	-22%	·	?	9%	·
O=C(NCc1ccccc1)c1ccc(NC2=NC3CS(=O)(=O)CC3S2)cc1 (configuration not stated)	-6	-10%	5.5%	-5	-3%	0%	-4%	10%[57.1 µM]	3%
CCc1cc(CC)c(/C=N/NC(N)=O)c(CC)c1/C=N/NC(N)=O	2	-19%	-0.6%	0	-9%	7%	2%	3%	3%
CCC1=Nc2cc(C(=O)NCc3ccccc3Cl)ccc2Sc2ccc(C)cc21	1	-10%	2.6%	4	-22%	-17%	-6%	6%[57.1 µM]	5%
COc1cccc(NC(=O)C(=O)NCC2CCCN2S(=O)(=O)c2cccs2)c1 (configuration not stated)	-5	-20%	·	-8	-2%	-2%	6%	·	-2%
CCOc1ccc(NC(=O)c2oc3ccccc3c2NC(=O)c2cc(C)cc(C)c2)cc1	15	-29%	1.4%	-3	-4%	-23%	-2%	3%	-2%
COc1cc(/C=N/NC(=O)Cc2nnc(N)s2)cc(OC)c1OC	-1	-22%	0.0%	-5	1%	-1%	-6%	9%	6%
CC1CCN(S(=O)(=O)c2ccc(NC(=O)c3ccncc3)cc2)CC1	-2	-14%	-2.9%	-3	0%	6%	-6%	-1%	2%
Cc1cc(O)cc2c1C1CCC3(C)C(=O)CCC3C1C=C2 (configuration not stated)	-3	-4%	·	6	-9%	5%	7%	4%	5%
Cc1ccc(CN2CC(C(=O)Nc3ncccc3C)CC2=O)cc1 (configuration not stated)	5	-18%	-2.6%	-3&3	1%	0%	-4%	3%	3%
O=C(C1=C[C@@H]2[C@H]3C(=O)N(c4ccc(Cl)cc4)C(=O)[C@H]3[C@@H](C(=O)c3ccc(Cl)cc3)N2C=C1)c1ccccc1	-2	1%	1.2%	2	-8%	-13%	-2%	-1%	-1%
CCOc1ccc(/C=N/N2C(C)CCCC2C)cc1OC (configuration not stated)	4	-11%	0.6%	-4	-7%	-15%	1%	4%	0%
CC(C)N(C(=O)Cn1cc(SCC(=O)Nc2ccccc2F)c2ccccc21)C(C)C	-2	3%	2.2%	4	-5%	1%	-2%	4%	1%
COc1ccc(NC(=O)COC(=O)c2ccc([N+](=O)[O-])o2)cc1Cl	-8	?	0.5%	2	-2%	-14%	-3%	4%[57.1 µM]	2%
CCN1CCN(c2ccc(S(=O)(=O)N3CCCCC3)cc2NC(=O)Cc2c(F)cccc2Cl)CC1	1	-13%	-1.3%	-7	1%	0%	-5%	-3%	-2%
COc1ccc(S(=O)(=O)n2cnc3cc(C)c(C)cc32)cc1	-2	-20%	1.8%	-10	4%	-9%	-5%	11%	4%
COc1ccc(CSc2nncn2C)cc1[N+](=O)[O-]	6	-5%	-1.0%	-6	6%	-5%	-5%	8%[57.1 µM]	8%
O=C(N1CCOCC1)N1CCN(S(=O)(=O)c2ccccc2)C1	0	2%	2.4%	-8	1%	3%	-2%	-8%	2%

Three of the entries above in order of their number in PI4K2A inh, high to low:
smiles,PI4K2A inh,USP1 inh,Glioma ERSR ind,TrxR1 substrate,IDH1 R132H inh
CCOc1ccc(/C=N/N2C(C)CCCC2C)cc1OC (configuration not stated),4,-11%,1%,4%,0%
COc1cc(/C=N/NC(=O)Cc2nnc(N)s2)cc(OC)c1OC,-1,-22%,-6%,9%,6%
CC(C)N(C(=O)Cn1cc(SCC(=O)Nc2ccccc2F)c2ccccc21)C(C)C,-2,3%,-2%,4%,1%
